Source: PubChem (several laboratories)
Yp Topo-I inh – inhibitors of Yersinia pestis topoisomerase I. Y. pestis Topo-I cleavage product accumulation, plate reader. activity, % at 10 µM. AID 504884. 0.064% of 360,000 active; in the data active = activity above about 50%, passing the limit was not always enough; also: inactives centre near 2
VHR inh abs – blocks human VHR1 dual specificity phosphatase; recombinant VHR phosphatase, pNPP absorbance; inhibition, % at 13.3 µM; 0.52% of 290,000 active; in the data active = inhibition above about 50%; also: some compounds called inactive have numbers as strong as hits
Target sequence (P51452 whole entry, looked up): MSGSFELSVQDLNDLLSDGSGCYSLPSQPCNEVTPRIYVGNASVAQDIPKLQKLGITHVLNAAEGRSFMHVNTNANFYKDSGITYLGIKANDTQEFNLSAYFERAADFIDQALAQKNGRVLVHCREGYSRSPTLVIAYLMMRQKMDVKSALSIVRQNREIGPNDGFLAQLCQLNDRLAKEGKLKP
CCHF vOTU inh – blocks the CCHF virus ovarian tumor domain protease; CCHFV vOTU protease, Pep-AMC fluorescence; inhibition, % at 11.5 µM; 0.55% of 370,000 active; AID 651958; in the data active = inhibition above about 30%; also: 0% = vehicle wells with enzyme and 100% = no enzyme wells
Rv3671c inh – Rv3671c (M. tuberculosis) protease inhibition; inhibition, % at 5.96 µM; AID 2606; P9WHR9; 0.048% of 320,000 active; in the data active = inhibition above about 38%;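 also: extracellular domain of Rv3671c used as enzyme; 0% = enzyme with DMSO and 100% = no enzyme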
Target sequence (P9WHR9 whole entry, looked up, the tested form may be a part): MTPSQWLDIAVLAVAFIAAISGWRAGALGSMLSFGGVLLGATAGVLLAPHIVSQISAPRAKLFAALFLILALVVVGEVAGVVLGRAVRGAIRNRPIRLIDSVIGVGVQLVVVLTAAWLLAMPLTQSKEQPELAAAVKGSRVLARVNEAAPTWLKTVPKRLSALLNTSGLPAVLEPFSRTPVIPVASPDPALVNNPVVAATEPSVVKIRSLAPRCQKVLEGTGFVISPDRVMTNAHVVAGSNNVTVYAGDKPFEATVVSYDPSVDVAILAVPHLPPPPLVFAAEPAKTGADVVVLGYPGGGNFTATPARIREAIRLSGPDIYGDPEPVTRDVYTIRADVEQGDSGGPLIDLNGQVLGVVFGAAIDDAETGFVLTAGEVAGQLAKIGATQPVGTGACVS
SARS 3CLpro inh – SARS-CoV 3CLpro protease inhibition. P0C6X7. recombinant SARS-CoV 3CLpro, quenched FRET peptide cleavage. inhibition, % at 6 µM. 0.14% of 290,000 active; in the data active = inhibition above about 12%
PrPC surface inh – inhibitors of human cell surface prion protein PrPC; P04156; TR-FRET read-out; inhibition, % at 13.8 µM; 0.43% of 370,000 active; AID 720596; in the data active = inhibition above about 24%; also: 0% = median of the test wells and 100% = reference compound wells
TcdB GH inh – TcdB glycohydrolase inhibition | P18177 | TcdB glycohydrolase enzymatic assay, plate reader | inhibition, % at 9.99 µM | 0.24% of 350,000 active; in the data active = inhibition above about 10%
MazF activator – increases E. coli MazEF RNase cleavage of RNA. P0AE70. FAM/BHQ RNA-DNA oligo cleavage fluorescence, 5 h. activation, % at 20 µM. 0.32% of 350,000 active; in the data active = activation above about 50%
Target sequence (P0AE70 whole entry, looked up): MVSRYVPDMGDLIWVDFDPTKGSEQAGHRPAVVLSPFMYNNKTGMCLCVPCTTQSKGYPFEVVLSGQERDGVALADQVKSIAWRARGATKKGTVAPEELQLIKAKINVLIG
PriA SSB inh – blocks PriA binding to SSB C-terminal tail. AlphaScreen SSBct-PriA binding, biotinylated peptide. inhibition, % at 33 µM. 0.6% of 430,000 active. AID 1272365; in the data active = inhibition mostly above about 37%, no sharp cut-off; inactive = mostly below about 20%;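 also: plate controls were negative control peptide for no effect and reference peptide for full effect; strong numbers were not always called active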
Vc quorum ag – inducers of Vibrio cholerae quorum light production without autoinducers. 0.16% of 350,000 active. V. cholerae BH1578 lux reporter, luminescence, 6 h. activation, % at 18.7 µM; in the data active = activation mostly above about 9.7%, no sharp cut-off; also: not every result past the cut was called active; inactives centre near 0; reference of the scale not given here
Numbers without * were called inactive; i = inactive; . = not tested or not shown; & = joins results of further samples. Only part of the results is shown, so the mix of outcomes need not match the whole.

SMILES	Yp Topo-I inh	VHR inh abs	CCHF vOTU inh	Rv3671c inh	SARS 3CLpro inh	PrPC surface inh	TcdB GH inh	MazF activator	PriA SSB inh	Vc quorum ag
CCOc1ccccc1N1CCN(C(=O)c2ccc3nc(N)sc3c2)CC1	9	.	7	-3	.	5	-2.7	-7	.	i
CCCCNC(=S)N=Nc1c(O)n(Cc2ccccc2)c2ccccc12	1	13	16	-10	-1	9	-3.3	3	30	i
O=P(c1ccccc1)(c1ccccc1)C(O)c1ccncc1 (configuration not stated)	1	22	1	-5	-3	-1	.	-2	-7	i
CC(C)(C)c1ccc(/C=N/OCC(=O)NCc2ccc(F)cc2)cc1	12	5	46*	-8	8	13	-2.8	-7	.	-0.2
C[C@@H]1CN([C@@H](C)CO)S(=O)(=O)c2ccc(Br)cc2O[C@H]1CN(C)C(=O)Nc1ccc2c(c1)OCO2	24	.	-6	.	.	3	0.7&0.1	4	.	-0.3
NS(=O)(=O)c1ccc(CCNC(=O)c2cc(-c3cccs3)nc3ccccc23)cc1	2	30	-130	.	-2	-5	1.4	13	0	0.6
O=C(Nc1ccccc1C(F)(F)F)N1CCCCCC1	-2	11	-15	-8	6	2	.	-5	-8	-0.3
O=c1c2ccccc2nc(-c2ccco2)n1-c1nc2ccccc2s1	-2	30	-9	-4	-6	-6	.	-4	-14	-1.6
C=CCNC(=O)N[C@@H](CCSC)C(=O)OC	8	23	1	1	-2	5	-0.2	3	-11	i
CC(=O)Nc1ccc(NC(=O)C(C)Sc2nnc(-c3ccc4c(c3)OCO4)o2)cc1 (configuration not stated)	1	.	-12	2	.	-3	1.2	-10	5	i
Clc1ccc2sc(C3CCNCC3)nc2c1	-3	5	-15	8	-6	-11	-0.4	7	-4	i
Cc1cccc(NC(=O)c2c(C)nc3ccccn23)c1	-6	-5	-12	-6	6	-2	.	3	7	i
COc1ccc(NC(=O)CNC(=O)C2CCCCC2)cc1OC	-1	.	2	-6	.	9	3.5	-3	-8	i
CCc1noc(C)c1C(=O)N1CCN(S(=O)(=O)c2ccc(C)cc2C)CC1	3	.	6	2	.	-11	-0.2	7	0	0.6
CCC(=O)Nc1cc(C)c(NC(=O)c2ccccc2OC)cn1	-2	17	0	3	0	1	.	-9	-14	i
COc1ccccc1CNS(=O)(=O)c1c(C)nc2scc(C)n2c1=O	1	2	-20	-4	-1	-6	1.6	4	4	-0.6
Cc1ccccc1C(=O)N1CCC(C(=O)Nc2ccc(S(=O)(=O)N(C)C(C)C)cc2)CC1	7	-6	11	0	-1	9	.	-3	-5	i
CC(=O)Nc1cccc(NC(=O)CSc2nc(=O)n(Cc3ccncc3)c3c2CCC3)c1	-6	.	-12	-2	.	5	0.5	2	-10	i
COc1ccc(N=Nc2cc(OC)c(N)cc2OC)cc1	-8	.	29	.	.	-33	10*	9	62*	-4.3
CC(C)CN(CCNC(=O)c1cn(C)c2ccc(S(=O)(=O)N3CCCC3)cc2c1=O)CC(C)C	0	31	-11	8	3	-10	0.2	2	4	i
O=C(Nc1cccc(NC(=O)c2ccccc2[N+](=O)[O-])c1)c1ccccc1Cl	-2	30	-1	-6	1	-18	0.9	1	-2	i
CC(C)(C)NC(=O)c1cccc(NC(=O)c2cccc(O)c2)c1	4	32	-8	-6	1	4	1.4	6	-7	-5.0
Cc1ncsc1CCC(=O)N1CCCC(Nc2ccc(C(C)C)cc2)C1 (configuration not stated)	16	5	1	6	-5	2	0.1	3	9	i
CCOC(=O)Cn1nc(C)c(NC(=O)CCc2ccccc2)c1C	1	6	-13	1	3	-2	0.7	-12	1	.
CSc1cccc(NS(=O)(=O)c2ccc(F)cc2)c1	-2	-8	-23	-17	8	1	.	1	0	i

The final 4 compounds of the section before are carried over, then new ones follow.
SMILES	Yp Topo-I inh	VHR inh abs	CCHF vOTU inh	Rv3671c inh	SARS 3CLpro inh	PrPC surface inh	TcdB GH inh	MazF activator	PriA SSB inh	Vc quorum ag
CC(C)(C)NC(=O)c1cccc(NC(=O)c2cccc(O)c2)c1	4	32	-8	-6	1	4	1.4	6	-7	-5.0
Cc1ncsc1CCC(=O)N1CCCC(Nc2ccc(C(C)C)cc2)C1 (configuration not stated)	16	5	1	6	-5	2	0.1	3	9	i
CCOC(=O)Cn1nc(C)c(NC(=O)CCc2ccccc2)c1C	1	6	-13	1	3	-2	0.7	-12	1	.
CSc1cccc(NS(=O)(=O)c2ccc(F)cc2)c1	-2	-8	-23	-17	8	1	.	1	0	i
Cc1ccc(C(=O)NC2CCCCCC2)cc1S(=O)(=O)N1CCOCC1	-2	-25	-6	5	3	2	1.3	-8	-11	i
COC(=O)c1cc(S(=O)(=O)NCc2ccc3c(c2)OCO3)cn1C	4	2	10	-2	1	1	2.2	4	-20	-0.1
COc1ccc(/C=C2\SC(=S)N(CCCC(=O)N3CCN(C)CC3)C2=O)cc1OC	6	.	0	.	.	5	0.7	5	-2	-0.3
CN1C[C@@H]2[C@@H]3C(=O)N(Cc4ccccc4)C(=O)[C@@H]3[C@](C)(C1=O)N2C(=O)c1ccc(C(C)(C)C)cc1	-2	.	11	.	.	-5	-0.3	3	5	-0.3
Cn1ncc2c(Sc3ccc(Cl)cc3)ncnc21	-4	44	2	-3	-2	0	0.6	-9	-6	-0.5
CCc1noc(C)c1C(=O)N1CCCSC1=Nc1ccccc1C(C)C	-6	.	15	-2	.	22	1.2	7	-5	i
COc1cc(-c2nnn(CC(=O)NCc3ccccc3)n2)cc(OC)c1OC	-3	14	5	-5	0	10	0.5	8	7	0.1
CC(=O)N1CCC(=NNC(=O)c2cccs2)CC1	10	5	-6	-6	-1	-1	.	11	-6	0.2
CC1CCN(C(=S)Nc2ccc(SC(F)F)cc2)CC1	16	0	2	1	-6	14	.	4	4	i
C=CCC1NS(=O)(=O)OCC1C(C)C (configuration not stated)	-8	9	0	-2	-2	-1	1.0	-4	-9	i
O=C(Nc1ccncc1)C1c2ccccc2Oc2ccccc21	-9	-1	-8	5	-2	-1	.	2	-12	-0.1
Cc1nc(C)c(-c2ccc(SCC(=O)Nc3cccc(F)c3)nn2)s1	0	4	10	-6	-4	3	-2.3	10	4	i
CCOc1cc2c(cc1/C=C1/NC(=O)N(CC(=O)OC)C1=O)OCO2	4	15	-1	-9	1	1	-6.1	-2	-9	-0.3
CC1=NNC(=O)C1Cc1ccccc1 (configuration not stated)	-7	.	0	3	.	-3	4.1	7	-4	i
CC(NC(=O)Nc1ccccc1)c1ccccc1 (configuration not stated)	1	2	9	2	-3	6	.	1	-15	5.0
Cc1ccc(S(=O)(=O)CC(=O)N2CCCCCC2)cc1	8	-1	-9	-2	6	-3	.	0	-5	-0.4
C/C(=N\NC(=O)c1cc(C)[nH]n1)C(C)(C)C	-3	-17	-20	1	4	-7	.	-2	.	-0.3
COc1ccc(-c2nc(NC3=NCCCCC3)sc2C)cc1	18	38	-17	-10	0	4	1.9	-19	14	-1.3
Cc1cc(Oc2ccccc2)nc(SCC(=O)Nc2ccc(Cl)c(Cl)c2)n1	1	26	10	-31	7	10	.	-2	-18	.
COc1ccc(C(=O)c2ccc(N3CCN(C(=O)c4ccc(F)cc4)CC3)c(F)c2)cc1Br	-4	27	11	0	0	-7	.	-13	0	-0.2
N#CCCn1cc(C(=O)O)c(-c2cccc([N+](=O)[O-])c2)n1	4	-8	11	0	2	-3	1.2	5	2	i
COC(=O)C1=C(c2cc3ccccc3s2)C[C@@H]2CC[C@H]1N2C(=O)NC(C)C	18	.	3	-1	.	3	1.5	10	-12	i
CCC1CCc2[nH]nc(C(=O)O)c2C1 (configuration not stated)	-3	24	-2	2	4	3	.	-2	-1	-1.7
CC1CN(S(=O)(=O)c2cccc(C(=O)NCc3ccc4c(c3)OCO4)c2)CC(C)O1 (configuration not stated)	1	-18	4	3	2	8	.	1	-15	i
CCOC(=O)N1CCN(c2ncnc3c2cnn3-c2ccc(OC)cc2)CC1	-5	-10	5	.	0	2	.	3	-8	-12

Shown bar-delimited: 4 of the compounds above.
molecule | Yp Topo-I inh | VHR inh abs | CCHF vOTU inh | Rv3671c inh | SARS 3CLpro inh | PrPC surface inh | TcdB GH inh | MazF activator | PriA SSB inh | Vc quorum ag
CC(=O)N1CCC(=NNC(=O)c2cccs2)CC1 | 10 | 5 | -6 | -6 | -1 | -1 | . | 11 | -6 | 0.2
CC1CCN(C(=S)Nc2ccc(SC(F)F)cc2)CC1 | 16 | 0 | 2 | 1 | -6 | 14 | . | 4 | 4 | i
C=CCC1NS(=O)(=O)OCC1C(C)C (configuration not stated) | -8 | 9 | 0 | -2 | -2 | -1 | 1.0 | -4 | -9 | i
O=C(Nc1ccncc1)C1c2ccccc2Oc2ccccc21 | -9 | -1 | -8 | 5 | -2 | -1 | . | 2 | -12 | -0.1

Going on with the list.
SMILES	Yp Topo-I inh	VHR inh abs	CCHF vOTU inh	Rv3671c inh	SARS 3CLpro inh	PrPC surface inh	TcdB GH inh	MazF activator	PriA SSB inh	Vc quorum ag
N#Cc1ccccc1Sc1ccccc1C(=O)OCC(N)=O	-9	7	18	-3	-2	-3	-0.4	13	-4	-1.4
CN(O)/C=C/C(=O)c1ccc(Br)cc1	0	16	-8	-5	0	4	0.4	3	-3	0.0
CCCCN(CC)CCNC(=O)CN1C(=O)COc2ccc(S(=O)(=O)N3CCCC3)cc21	-7	13	4	-16	2	-8	.	6	-2	2.2
O=C(CNC(=O)c1ccncc1)Nc1ccc(F)c(F)c1	3	0	7	6	1	1	-0.3	4	-3	12
CC(C)c1cccc(-c2csc(C(C)(O)c3ccccc3)n2)c1 (configuration not stated)	3	.	16	.	.	-7	0.5	.	.	-0.2
Cc1cccc(C)c1NC(=O)CNC(=O)c1c(C)nn(C)c1Cl	-2	2	-12	-3	3	2	0.8	9	2	5.6
CCOC(=O)NC1(Nc2cccc(Cl)c2)Oc2ccccc2O1	-4	16	-5	-13	4	8	0.3	2	-10	i
CC(C)CC(=O)N1CCN(Cc2ccc3ccccc3c2)CC1	26	14	-3	1	4	-1	-0.1	6	-17	-0.5
NC(=O)c1cccc(-c2cnc3c(Nc4cccc(OC(F)(F)C(F)F)c4)nccn23)c1	-8	.	9	.	.	9	0.6	.	.	i
CC(=O)N1N=C(c2cccc(Cl)c2)OC1c1cccc([N+](=O)[O-])c1 (configuration not stated)	2	-7	12	8	-3	-6	.	4	4	-3.3
COc1ccc(N2CCN(CCCNC(=O)Nc3ccccc3)CC2)cc1	3	-13	-1	4	9	5	.	-2	2	-0.1
O=C(CNC(=O)C1CCCCC1)Nc1ccc(Cl)cc1	8	-2	6	6	-3	5	.	6	-10	6.2
CC(=O)c1ccc(NC(=O)NC2CC(=O)N(c3ccc4c(c3)OCCO4)C2)cc1 (configuration not stated)	-6	.	-14	9	.	6	-0.9	7	2	-0.7
NC(=O)c1ccc(/C=N/O)[n+](Cc2ccccc2)c1	1	26	0	-5	-3	2	1.3	0	.	i
Cc1ccc(C2(C)NC(=O)N(CC(=O)Nc3nc(-c4ccccn4)cs3)C2=O)cc1 (configuration not stated)	3	.	8	-8	.	5	0.0	-5	85*	i
Cc1cc(/C=C(\C#N)C(=O)NCc2cccs2)c(C)n1-c1ccccc1F	29	7	1	-15	6	3	.	-16	-10	-0.4
CCCCSc1nnc(-c2ccc(OC)cc2)n1C	11	-10	6	6	7	4	.	9	-13	.
CN1CCN(c2ccc(S(=O)(=O)N3CCCCC3)cc2NC(=O)COc2cccc(Cl)c2)CC1	25	.	7	-3	.	0	0.4	3	13	-1.2
COc1cc(NC(=O)Cn2cnc(S(=O)(=O)N3CCC(C)CC3)c2)cc(OC)c1OC	-12	6	14	5	1	-4	1.0	8	-7	-0.2
CN(C)S(=O)(=O)c1cccc(NC(=O)COc2cccc(C#N)c2)c1	1	2	-9	-5	0	-1	0.7	5	8	-0.3
O=C1Nc2ccccc2N(O)N1c1cc(-c2ccc(Cl)cc2)[nH]n1	-2	12	-6	2	4	1	0.0	-5	-5	i
CCc1nn(C(C)C(=O)NCCN2CCN(c3cccc(C)c3C)CC2)c(=O)c2cc3occc3n12 (configuration not stated)	32	-15	12	-3	2	-12	.	6	-7	i
CC1CCCC(C)N1C(=O)COC(=O)CSc1ccc(C(N)=O)cc1[N+](=O)[O-] (configuration not stated)	4	.	6	2	.	-28	1.3	5	5	-1.4
COc1cc(OC)cc(C(=O)NNC(=S)NCc2ccco2)c1	-8	13	-6	6	1	7	0.4	2	-13	-0.9
